Gli-Sufu antag = blocks Gli-Sufu signaling in a luciferase reporter | Sufu-KO-LIGHT fibroblasts, Gli luciferase reporter luminescence | inhibition, % at 5 µM | hit rate 0.74% among 340,000;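 active = inhibition above about 55%, limit read from the data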;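 also: 0% = DMSO-treated cells and 100% = wells with medium but no cells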
CXCR6 block = inhibitors of human CXCR6 receptor | O00574 | CHO-K1 PathHunter CXCR6 beta-arrestin, luminescence | inhibition, % at 20 µM | hit rate 0.36% among 360,000 | AID 602244; in the data active = inhibition above about 34%, passing the limit was not always enough;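 also: antagonist mode with CXCL16 agonist at 10 nM final; 0% = 10 nM CXCL16 with DMSO and 100% = unstimulated wells without agonist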
Target sequence (O00574 whole entry, looked up): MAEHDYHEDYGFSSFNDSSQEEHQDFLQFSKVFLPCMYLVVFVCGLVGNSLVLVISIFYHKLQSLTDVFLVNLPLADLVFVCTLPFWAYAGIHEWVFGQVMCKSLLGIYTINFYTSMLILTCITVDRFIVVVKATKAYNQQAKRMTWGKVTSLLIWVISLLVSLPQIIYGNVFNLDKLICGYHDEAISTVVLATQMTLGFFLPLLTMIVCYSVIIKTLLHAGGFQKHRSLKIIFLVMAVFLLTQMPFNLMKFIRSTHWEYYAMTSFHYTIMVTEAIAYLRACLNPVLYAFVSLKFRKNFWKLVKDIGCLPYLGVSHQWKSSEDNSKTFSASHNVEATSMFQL
EBI2 block = EBI2 (human) antagonism; inhibition, % at 5 µM; hit rate 0.81% among 360,000; AID 651636; EBI2 beta-arrestin recruitment, luminescence, 7a,25-OHC stimulated; in the data active = inhibition above about 38%;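 also: enzyme fragment complementation signal reports receptor beta-arrestin coupling in cells; 0% = agonist plus DMSO wells and 100% = wells without agonist; some results beyond the cut were filed as inactive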
UBC13 inh = inhibitors of human UBC13 polyubiquitin chain formation | TR-FRET | inhibition, % at 20 µM | hit rate 0.47% among 330,000 | AID 485273; in the data active = inhibition above about 45%, passing the limit was not always enough; inconclusive = no clear call, values can overlap the other calls
Target sequence (P61088 whole entry, looked up): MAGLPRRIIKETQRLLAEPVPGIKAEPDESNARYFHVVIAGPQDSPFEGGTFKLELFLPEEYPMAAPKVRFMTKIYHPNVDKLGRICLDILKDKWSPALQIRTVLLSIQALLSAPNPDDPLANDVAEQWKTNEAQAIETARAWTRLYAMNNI
APJ agonist = APJ receptor agonism; P35414; CHO-K1 APJ PathHunter beta-arrestin, luminescence; 0% DMSO wells, 100% apelin; activation, % at 20 µM; hit rate 0.11% among 330,000;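 active = activation more than six SD over the plate average, tested at 20 µM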;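 also: 0% = DMSO alone and 100% = apelin-13 at 10 nM; some results filed as inactive read as strong as hits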
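Assay system: engineered CHO-K1 APJ arrestin reporter cells; Amount: 1000 CHO-K1 reporter cells seeded per well; Dosing: one dose, 20 µM compound, 1% DMSO; Times: compound stimulation 90 min at 25 °C, detection 60 min; Measured by: luminescent beta-gal fragment complementation, chemiluminescent substrate; Read-out: APJ–arrestin association signal; Controls: DMSO vs Apelin-13 10 nM.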
CCR6 antagonist = antagonists of human CCR6 receptor. inhibition, % at 20 µM. CHO-K1 CCR6 PathHunter beta-arrestin, luminescence, CCL20-stimulated. hit rate 0.49% among 340,000. P51684;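 active = compounds whose inhibition of the agonist-driven luminescence signal at 20 µM reaches about 50%, limit read from the data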;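 also: cells stimulated with CCL20 at 14 nM final; plate controls were DMSO with CCL20 for no effect and DMSO without agonist for full effect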
Target sequence (P51684 whole entry, looked up): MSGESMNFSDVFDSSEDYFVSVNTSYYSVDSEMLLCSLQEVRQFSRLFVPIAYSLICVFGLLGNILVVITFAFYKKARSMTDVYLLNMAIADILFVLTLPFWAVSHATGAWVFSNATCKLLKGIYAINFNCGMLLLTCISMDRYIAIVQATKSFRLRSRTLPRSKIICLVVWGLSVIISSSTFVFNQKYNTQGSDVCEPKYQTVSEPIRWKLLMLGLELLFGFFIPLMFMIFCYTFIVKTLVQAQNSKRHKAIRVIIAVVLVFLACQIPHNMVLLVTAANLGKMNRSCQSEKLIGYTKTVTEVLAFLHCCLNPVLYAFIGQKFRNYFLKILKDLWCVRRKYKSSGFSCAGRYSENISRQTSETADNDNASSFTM
ATG4B inhibitor = ATG4B (human) cysteine protease inhibition. Q9Y4P1. ATG4B cleavage of LC3-PLA2, NBD-HPC fluorescence, 1 h. inhibition, % at 8.33 µM. hit rate 0.51% among 340,000. AID 504462; in the data active = inhibition above about 40%
APJ antag = APJ receptor antagonism; P35414; CHO-K1 APJ beta-arrestin complementation, luminescence; inhibition, % at 20 µM; hit rate 0.32% among 330,000; AID 2521;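 active = inhibition above about 40% at 20 µM, limit read from the data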;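 also: cells challenged with 10 nM apelin-13 agonist together with compound; plate controls were apelin-13 plus DMSO wells for no effect and DMSO wells lacking apelin-13 for full effect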
Starred values were filed as active, the others as inactive.

What do the screens show for `Cc1cc(N2CCOCC2)nc2ccc(NC(=O)CCC(=O)N3CCCC(C)C3)cc12` (stereo unspecified)?
Gli-Sufu antag: -30; CXCR6 block: -6; EBI2 block: -6; UBC13 inh: 1; APJ agonist: 0; CCR6 antagonist: 1; ATG4B inhibitor: 8; APJ antag: -10

How did CCOC(=O)c1c(-c2ccccc2)csc1NC(=O)c1ccc(N2C(=O)CCC2=O)cc1 do in these assays?
Gli-Sufu antag: 5; CXCR6 block: 1; EBI2 block: 16; UBC13 inh: 41; APJ agonist: -2; CCR6 antagonist: 2; ATG4B inhibitor: -5; APJ antag: 6

Results for Cn1c(SCC(=O)Nc2cccc(S(=O)(=O)NC3=NCCCCC3)c2)nnc1-c1ccncc1 ?
Gli-Sufu antag: -7; CXCR6 block: -4; EBI2 block: 0; UBC13 inh: -6; APJ agonist: -2; CCR6 antagonist: 3; ATG4B inhibitor: -1; APJ antag: -13

How did CCOC(=O)c1[nH]c(C)c(C(=O)NCCc2ccc(OC)cc2)c1C do in these assays?
Gli-Sufu antag: -2; CXCR6 block: -1; EBI2 block: 5; UBC13 inh: -1; APJ agonist: -1; CCR6 antagonist: 4; ATG4B inhibitor: -9; APJ antag: -1

What do the screens show for `O=c1[nH]c2cccnc2n1Cc1ccco1`?
Gli-Sufu antag: -9; CXCR6 block: -6; EBI2 block: 2; UBC13 inh: -9; APJ agonist: -4; CCR6 antagonist: 14; ATG4B inhibitor: 15; APJ antag: 11

What do the screens show for `Cc1c(C(=O)Nc2ccc(F)cc2)oc2ccc(S(=O)(=O)N3CC(C)CC(C)C3)cc12` (stereo unspecified)?
Gli-Sufu antag: 18; CXCR6 block: -1; EBI2 block: 11; UBC13 inh: 2; APJ agonist: -2; CCR6 antagonist: 2; ATG4B inhibitor: -5; APJ antag: 6

What do the screens show for `CCS(=O)(=O)c1ccc2oc(SCC(=O)Nc3ccc(OC)c(OC)c3)nc2c1`?
Gli-Sufu antag: -7; CXCR6 block: 1; EBI2 block: -1; UBC13 inh: 5; APJ agonist: -2; CCR6 antagonist: 7; ATG4B inhibitor: 8; APJ antag: 12

Results for O=C(CNC(=O)c1ccccc1Cl)N/N=C/C=C/c1ccccc1 ?
Gli-Sufu antag: 3; CXCR6 block: 1; EBI2 block: 4; UBC13 inh: -7; APJ agonist: -2; CCR6 antagonist: -7; ATG4B inhibitor: -4; APJ antag: 11

How did O=C(CSc1nnc(C2CC2)n1C1CC1)c1ccc(F)c(F)c1 do in these assays?
Gli-Sufu antag: -10; CXCR6 block: 5; EBI2 block: -8; UBC13 inh: -13; APJ agonist: 0; CCR6 antagonist: 15; ATG4B inhibitor: 0; APJ antag: 8

Results for O=C(NCCc1ccccc1)c1cc(-c2ccncc2)nc2ccc(S(=O)(=O)N3CCOCC3)cc12 ?
Gli-Sufu antag: 5; CXCR6 block: -2; EBI2 block: -7; UBC13 inh: -14; APJ agonist: 8; CCR6 antagonist: 8; ATG4B inhibitor: 3; APJ antag: 0

What do the screens show for `CC(C)NS(=O)(=O)c1ccc(CCC(=O)Nc2ccc3c(c2)OCO3)cc1`?
Gli-Sufu antag: 3; CXCR6 block: -2; EBI2 block: -11; UBC13 inh: 1; APJ agonist: -4; CCR6 antagonist: 5; ATG4B inhibitor: 2; APJ antag: 11

How did Cc1ccc(S(=O)(=O)N/N=C/c2ccc(C(=O)O)cc2)cc1 do in these assays?
Gli-Sufu antag: 3; CXCR6 block: 8; EBI2 block: -6; UBC13 inh: -13; APJ agonist: -3; CCR6 antagonist: 20; ATG4B inhibitor: -5; APJ antag: 10

What do the screens show for `CCCCN(c1ccccc1)S(=O)(=O)c1cccc2cccnc12`?
Gli-Sufu antag: 1; CXCR6 block: -6; EBI2 block: -2; UBC13 inh: 15; APJ agonist: -3; CCR6 antagonist: 13; ATG4B inhibitor: 3; APJ antag: -2

What do the screens show for `Cc1ccc(C(C)C)c(O)c1C(=O)O`?
Gli-Sufu antag: -2; CXCR6 block: -4; EBI2 block: -1; CCR6 antagonist: -3; ATG4B inhibitor: 1

How did CC(=O)Nc1cccc(NC(=O)CSc2nnc3ccc(-c4ccccn4)nn23)c1 do in these assays?
Gli-Sufu antag: -3; CXCR6 block: 6; EBI2 block: 4; UBC13 inh: -6; APJ agonist: -4; CCR6 antagonist: 17; ATG4B inhibitor: 7; APJ antag: 6

Results for Cc1ccc(-c2c[n+](CC(=O)N3c4ccccc4Sc4ccccc43)c3n2CCC3)cc1 ?
Gli-Sufu antag: 43; CXCR6 block: -10; EBI2 block: -14; UBC13 inh: 5; APJ agonist: 0; CCR6 antagonist: 6; ATG4B inhibitor: 2; APJ antag: -8

How did CN(C)S(=O)(=O)NC(=O)C1=C(N2CCCC2)COC1=O do in these assays?
Gli-Sufu antag: -10; CXCR6 block: 3; EBI2 block: 7; UBC13 inh: -22; APJ agonist: 2; CCR6 antagonist: -2; ATG4B inhibitor: -5; APJ antag: -2

Results for Cc1ccc(C(=O)Nc2nc(-c3ccccn3)cs2)cc1S(=O)(=O)N1CCOCC1 ?
Gli-Sufu antag: 37; CXCR6 block: 9; EBI2 block: 1; UBC13 inh: -66; APJ agonist: 1; CCR6 antagonist: 11; ATG4B inhibitor: -30; APJ antag: 8

What do the screens show for `Cc1cc(N2CCCC2)ccc1/C=C1\NC(=S)N(C)C1=O`?
Gli-Sufu antag: -27; CXCR6 block: 15; EBI2 block: 12; UBC13 inh: inactive; APJ agonist: -2; CCR6 antagonist: 44; ATG4B inhibitor: 31; APJ antag: 16

How did Fc1ccc(Br)cc1/C=N/n1cnnc1 do in these assays?
Gli-Sufu antag: 9; CXCR6 block: 8; EBI2 block: 1; UBC13 inh: 8; APJ agonist: -4; CCR6 antagonist: -2; ATG4B inhibitor: 3; APJ antag: 3

What do the screens show for `Cc1cccnc1NC(=O)Cn1nc(-c2ccccc2)oc1=S`?
Gli-Sufu antag: -70; CXCR6 block: 6; EBI2 block: -16; UBC13 inh: 1; APJ agonist: -2; CCR6 antagonist: 5; ATG4B inhibitor: 8; APJ antag: 5

Results for CCN(C/C=C/c1ccccc1OC)Cc1ccccc1 ?
Gli-Sufu antag: 13; CXCR6 block: 0; EBI2 block: 6; UBC13 inh: 6; APJ agonist: -4; CCR6 antagonist: 16; ATG4B inhibitor: 1; APJ antag: 19

What do the screens show for `O=C(NCc1ccc(N2CCCC2=O)cc1)c1cn(CCc2ccccc2)nn1`?
Gli-Sufu antag: -1; CXCR6 block: -1; EBI2 block: -2; UBC13 inh: -1; APJ agonist: 3; CCR6 antagonist: -2; ATG4B inhibitor: -7; APJ antag: -4

What do the screens show for `O=C(OCC(=O)N1CCOCC1)c1ccc2c(c1)OCCO2`?
Gli-Sufu antag: -6; CXCR6 block: -2; EBI2 block: -4; UBC13 inh: 3; APJ agonist: 1; CCR6 antagonist: 1; ATG4B inhibitor: 7; APJ antag: -11

Results for Cc1ccc(-c2ccc(/C=N/N=C3/NC(=O)C(CC(=O)O)S3)o2)c([N+](=O)[O-])c1 (stereo unspecified) ?
Gli-Sufu antag: 8; CXCR6 block: 7; EBI2 block: 4; UBC13 inh: -47; APJ agonist: 4; CCR6 antagonist: 10; ATG4B inhibitor: -1; APJ antag: -17

How did C/C(N)=C(/C#N)C(=O)CSc1nc2ccccc2c(=O)n1CCCOC(C)C do in these assays?
Gli-Sufu antag: 11; CXCR6 block: 1; EBI2 block: -13; UBC13 inh: 6; APJ agonist: -3; CCR6 antagonist: 18; ATG4B inhibitor: 2; APJ antag: 10

What do the screens show for `Cn1c(N)c(S(=O)(=O)c2ccc(Br)cc2)c2nc3ccccc3nc21`?
Gli-Sufu antag: -3; CXCR6 block: 2; EBI2 block: 0; UBC13 inh: -2; APJ agonist: 2; CCR6 antagonist: -14; ATG4B inhibitor: -24; APJ antag: 0

Results for CC(=O)N/C(=C/c1ccccc1)c1ccccc1 ?
Gli-Sufu antag: -7; CXCR6 block: -10; EBI2 block: 5; UBC13 inh: -3; APJ agonist: -3; CCR6 antagonist: 8; ATG4B inhibitor: -1; APJ antag: -4

What do the screens show for `O=C(NC1=NCCS1)c1cccc(Br)c1`?
Gli-Sufu antag: -62; CXCR6 block: -5; EBI2 block: -1; UBC13 inh: -3; APJ agonist: 0; CCR6 antagonist: 1; ATG4B inhibitor: -10; APJ antag: -13

What do the screens show for `O=C(OCC(F)(F)F)c1cccc(COc2ccc3ccccc3c2)c1`?
Gli-Sufu antag: -128; CXCR6 block: -1; EBI2 block: 0; UBC13 inh: -6; APJ agonist: -2; CCR6 antagonist: 6; ATG4B inhibitor: -1; APJ antag: 7

What do the screens show for `C/C(CC(=O)NCCCN1CCOCC1)=N\NC(=O)COc1cccc2ccccc12`?
Gli-Sufu antag: 7; CXCR6 block: -5; EBI2 block: -1; UBC13 inh: 3; APJ agonist: -1; CCR6 antagonist: 8; ATG4B inhibitor: -5; APJ antag: 17

Results for CC1CCCCC1NC(=O)C1Cc2ccccc2CN1S(C)(=O)=O (stereo unspecified) ?
Gli-Sufu antag: 0; CXCR6 block: 5; EBI2 block: -10; UBC13 inh: -4; APJ agonist: 2; CCR6 antagonist: 7; ATG4B inhibitor: 1; APJ antag: -9

Results for COc1ccc(/C(C)=N/NC(=O)CNC(=O)/C=C/c2ccccc2OC)cc1 ?
Gli-Sufu antag: -26; CXCR6 block: -7; EBI2 block: 11; UBC13 inh: 7; APJ agonist: -2; CCR6 antagonist: 7; ATG4B inhibitor: -17; APJ antag: 4

What do the screens show for `COc1ccc(C(=O)N2CCN(S(=O)(=O)c3ccc4c(c3)OCCO4)CC2)cc1OC`?
CXCR6 block: 0; EBI2 block: 4; UBC13 inh: 7; APJ agonist: -3; CCR6 antagonist: 12; ATG4B inhibitor: 4; APJ antag: 0

How did Cc1ccc(C)c(NC(=O)Cn2nnc(C(=O)NCc3cccs3)c2N)c1 do in these assays?
Gli-Sufu antag: -8; CXCR6 block: -4; EBI2 block: -2; UBC13 inh: -7; APJ agonist: -4; CCR6 antagonist: 12; ATG4B inhibitor: -3; APJ antag: 6

How did O=C(Nc1nc(-c2ccc3c(c2)OCO3)cs1)c1ccncc1 do in these assays?
Gli-Sufu antag: -8; CXCR6 block: -5; EBI2 block: -13; UBC13 inh: 3; APJ agonist: 3; CCR6 antagonist: 6; ATG4B inhibitor: -12; APJ antag: 1

What do the screens show for `Cc1ccc(/C=C/C(=O)NCCCn2ccnc2)cc1`?
Gli-Sufu antag: -3; CXCR6 block: 6; EBI2 block: 5; UBC13 inh: 0; APJ agonist: -3; CCR6 antagonist: 2; ATG4B inhibitor: -8; APJ antag: 5

Results for COc1ccccc1C(=O)NNC(=O)c1ccc(Br)o1 ?
Gli-Sufu antag: -28; CXCR6 block: 7; EBI2 block: -10; UBC13 inh: 2; APJ agonist: -5; CCR6 antagonist: -1; ATG4B inhibitor: -5; APJ antag: 14

Results for COc1ccc(Cn2c(=S)[nH]c3ccsc3c2=O)cc1 ?
Gli-Sufu antag: 3; CXCR6 block: 13; EBI2 block: -13; UBC13 inh: inconclusive; APJ agonist: -3; CCR6 antagonist: 20; ATG4B inhibitor: 8; APJ antag: 5

What do the screens show for `Cc1onc(-c2c(Cl)cccc2Cl)c1-c1nc2cc(Cl)ccc2c(=O)o1`?
Gli-Sufu antag: 3; CXCR6 block: 4; EBI2 block: 17; CCR6 antagonist: 15; ATG4B inhibitor: 0

Source: PubChem BioAssay (Sanford-Burnham Center for Chemical Genomics)
